H37Rv inhibition: M. tuberculosis growth inhibition, HTS (AID 449762). M. tuberculosis H37Rv growth inhibition, 7H9 media; higher % means a stronger effect. one-dose inhibition, % at 25 µM; IC50 in µM for titrated hits. hit rate 0.59% among 330,000; in the data active = a potency from the dose series; inconclusive = inhibition above about 70% without an active follow-up result;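 note: bacterial growth assessed after seven days of incubation; strong numbers were not always called active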
H1N1 NS1A inhibition: H1N1 influenza NS1A inhibitors, functional cell based assay (AID 504329); NS1A functional cell-based assay, percent inhibition; higher % means a stronger effect; inhibition, % at 12.5 µM; hits with a dose series show IC50 in µM; hit rate 0.3% among 340,000; in the data active = a potency from the dose series; inconclusive = inhibition above about 27% without an active follow-up result; note: strong numbers were not always called active
inhibitors of VEEV: inhibitors of VEEV TC-83 cytopathic effect, confirmation, Vero cells (AID 588727); Vero cells, VEEV TC-83 cytopathic effect inhibition; higher % means a stronger effect; one-dose inhibition, % at 20 µM; IC50 in µM for titrated hits; hit rate 0.13% among 350,000; in the data active = a potency from the dose series; inconclusive = inhibition mostly from about 14% at the one dose, without a potency; inactive = the rest, 99 in 100 with inhibition below about 12%; note: strong numbers were not always called active
PhoP GFP inhibition: PhoP regulon inhibitors, Salmonella typhi PhoP promoter GFP reporter, confirmatory (AID 1850). Salmonella Typhi PhoP-promoter GFP reporter, fluorescence, 4 h; higher % means a stronger effect. one-dose inhibition, % at 50 µM; IC50 in µM for titrated hits. hit rate 0.33% among 310,000; in the data active = a potency from the dose series; inconclusive = inhibition mostly from about 25% at the one dose, without a potency; inactive = the rest, 99 in 100 with inhibition below about 19%;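 note: 0% = induced wells with vehicle and 100% = uninduced wells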
M. tuberculosis: growth inhibition of non-replicating M. tuberculosis (AID 488890). Mycobacterium tuberculosis non-replicating, growth inhibition; higher % means a stronger effect. inhibition, % at 25 µM, or IC50 in µM where a hit was titrated. hit rate 0.39% among 320,000; in the data active = a potency from the dose series; inconclusive = inhibition mostly from about 82% at the one dose, without a potency; inactive = the rest, 99 in 100 with inhibition below about 76%;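 note: plate controls were DMSO cells for no effect and high antibiotic wells for full effect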
inhibitors of VEEV 10K pilot screen: also measured in inhibitors of VEEV; calls as there; inhibition, %; measured here: 10K pilot screen inhibition
Starred values were filed as active, the others as inactive; i = inactive; u = inconclusive; x = not tested or not shown. This is a random part of the collection; overall some 1.4% were active at least once.

SMILES | H37Rv inhibition | H1N1 NS1A inhibition | inhibitors of VEEV | PhoP GFP inhibition | M. tuberculosis | others
O=C(CN(c1ccccc1)S(=O)(=O)c1ccccc1)NCCSc1nc2ccccc2s1 | 1.6% | -7.4% | i | -2.4% | -6.5%
CCN(CC)S(=O)(=O)c1ccc(/C=C/C(=O)NC2CCCCC2)cc1 | 10.9% | -3.7% | 6.2% | -22.4% | 27.2%
C=CC[n+]1ccn(-c2nc3ccccc3nc2[N-]S(=O)(=O)c2cccs2)c1 | 25µM* | -0.3% | 9.2% | -15.1% | 92.4%
O=C(O)C1=C[C@@H](c2coc3ccccc3c2=O)C[C@@H](OCc2ccc(CO)cc2)O1 | 0.8% | -2.5% | 0.2% | -21.2% | 17.2%
Cc1[nH]c(=S)[nH]c(=O)c1CCC1OCCO1 | 4.7% | 3.8% | 0.2% | 1.4% | -9.2%
CC(=O)Nc1ccc(C(=O)N2CCc3cc4c(cc3C2C)OCCCO4)cc1 (configuration not stated) | -2.2% | 0.3% | 1.7% | 10.8% | -4.3%
COC(=O)c1ccc(-n2nnnc2SCC(=O)Nc2ccccc2C(=O)OC)cc1 | x | -10.8% | 1.1% | x | x
O=C(Cc1ccccn1)c1ccc(F)cc1 | 2.3% | -0.2% | 0.1% | -3.4% | 22.8%
COCCCN1C(=O)CS/C1=N\S(=O)(=O)c1ccccc1 | -14.3% | -10.7% | 0.3% | 14.3% | -9.3%
CN1CCN(c2ccc(NC(=O)c3ccc(-c4cccc([N+](=O)[O-])c4)o3)cc2)CC1 | 0.1% | 14.8% | 7.3% | -2.8% | u | inhibitors of VEEV 10K pilot screen=5.7
Oc1ccccc1OCC(O)c1ccccc1 (configuration not stated) | -5.5% | 7.0% | 1.2% | -8.9% | 7.5%
O=C1CN(S(=O)(=O)c2ccccc2)c2ccccc2N1 | 9.2% | -1.1% | 0.3% | -7.2% | 2.5%
Cc1cc(C)c(C#N)c(SCC(=O)N(C)C2CCCCC2)n1 | -4.9% | -1.2% | 4.5% | 11.6% | 16.7%
CCOCCCn1cnc2c(c1=O)c1nc3ccccc3nc1n2-c1ccc(C)cc1 | x | 18.4% | 0.2% | -6.3% | x
COc1ccc(C2CC(=O)Nc3ccccc3S2(=O)=O)cc1OC (configuration not stated) | 3.6% | 2.3% | 1.7% | -2.4% | -8.9%
O=C1CC(N2CCN(S(=O)(=O)c3cccc(C(F)(F)F)c3)CC2)C(=O)N1Cc1ccccc1 (configuration not stated) | -3.6% | 2.3% | i | 5.4% | 42.7% | inhibitors of VEEV 10K pilot screen=2.4
CC(=O)NC(c1cc(Cl)c2cccnc2c1O)C(C)C (configuration not stated) | u | 5.8% | 7.5% | x | 35.5%
CC(C)Cn1cnc2c1c(=O)n(CC(=O)N(C)C)c(=O)n2Cc1ccccc1 | 2.1% | 4.2% | i | 1.6% | -0.5%
S=C(c1ccc(-c2ccc(Cl)cc2Cl)o1)N1CCCCC1 | 41.2% | 10.2% | 0.3% | 4.5% | 54.4%
CCCN1CCN(CCCNC(=O)C2CCCN(c3nc4ccc(OCC)cc4s3)C2)CC1 (configuration not stated) | -3.1% | 1.2% | 4.5% | 4.2% | 14.9%
CCOC(=O)CN1c2ccccc2NC(=O)CC1C (configuration not stated) | -3.4% | -0.3% | 1.4% | 12.0% | -26.9%
CCOC(=O)c1ccc(Nc2cnc3ccccc3n2)cc1 | 5.8% | -1.9% | 1.3% | 0.3% | 8.0%
O=C(NC1CC1)c1cc(-c2ccccn2)nc2ccccc12 | -1.7% | -2.2% | 1.3% | -4.8% | -5.4%
O=C1OCC2=C1C(c1ccc3c(c1)OCO3)Sc1ccccc1N2 (configuration not stated) | -0.1% | 7.9% | i | 6.1% | 19.8%
Cc1sc2ncn(CC(=O)NC3CCCCC3)c(=O)c2c1C | -4.8% | 0.4% | 0.2% | x | -36.1%
O=C(CSc1nc2ccccc2[nH]1)N/N=C/C=C/c1ccccc1[N+](=O)[O-] | 2.8% | 4.7% | 0.7% | 1.4% | 11.5%
CC(C)CC(c1nnnn1Cc1cccs1)N1CCN(c2nc3ccccc3s2)CC1 (configuration not stated) | 0.5% | 3.3% | i | 0.9% | 48.5% | inhibitors of VEEV 10K pilot screen=2.7
O=C(C1CCN(c2nnc(N3CCCC3=O)s2)CC1)N1CCN(Cc2ccc3c(c2)OCO3)CC1 | x | 0.5% | 2.0% | x | x
O=C(Nc1cccc(C(=O)N2CCCCC2)c1)c1ccc(Cl)cc1 | 2.4% | -9.2% | 6.7% | -4.1% | 20.2%
CN(C(=O)CSc1nc2ccccc2o1)C1CCS(=O)(=O)C1 (configuration not stated) | -1.9% | -2.0% | 1.0% | x | -3.1%

Copied from the entries so far (7 entries):
SMILES | H37Rv inhibition | H1N1 NS1A inhibition | inhibitors of VEEV | PhoP GFP inhibition | M. tuberculosis | others
O=C1OCC2=C1C(c1ccc3c(c1)OCO3)Sc1ccccc1N2 (configuration not stated) | -0.1% | 7.9% | i | 6.1% | 19.8%
Cc1sc2ncn(CC(=O)NC3CCCCC3)c(=O)c2c1C | -4.8% | 0.4% | 0.2% | x | -36.1%
O=C(CSc1nc2ccccc2[nH]1)N/N=C/C=C/c1ccccc1[N+](=O)[O-] | 2.8% | 4.7% | 0.7% | 1.4% | 11.5%
CC(C)CC(c1nnnn1Cc1cccs1)N1CCN(c2nc3ccccc3s2)CC1 (configuration not stated) | 0.5% | 3.3% | i | 0.9% | 48.5% | inhibitors of VEEV 10K pilot screen=2.7
O=C(C1CCN(c2nnc(N3CCCC3=O)s2)CC1)N1CCN(Cc2ccc3c(c2)OCO3)CC1 | x | 0.5% | 2.0% | x | x
O=C(Nc1cccc(C(=O)N2CCCCC2)c1)c1ccc(Cl)cc1 | 2.4% | -9.2% | 6.7% | -4.1% | 20.2%
CN(C(=O)CSc1nc2ccccc2o1)C1CCS(=O)(=O)C1 (configuration not stated) | -1.9% | -2.0% | 1.0% | x | -3.1%

Next section:
SMILES | H37Rv inhibition | H1N1 NS1A inhibition | inhibitors of VEEV | PhoP GFP inhibition | M. tuberculosis | others
Cc1ccc(-n2ncc3c(SCC(N)=O)ncnc32)cc1C | x | 1.4% | 2.1% | x | x
O=C(NCC1(c2ccccc2)CCCC1)c1ccccc1Br | 6.0% | -0.4% | i | -1.5% | 53.5%
C=CCNC(=O)C(=O)NCC1CCCN1S(=O)(=O)c1cccs1 (configuration not stated) | -4.9% | -7.5% | 0.4% | 1.4% | 10.4%
Cc1cc(F)ccc1NC(=S)NCCc1ccccc1 | -0.5% | 8.2% | 3.5% | -5.4% | u
Cc1scc(C(=O)N2CCN(c3ccc(Cl)cc3)CC2)c1C | 2.6% | 2.3% | i | 1.0% | 29.3%
Cc1ccc(C)c(S(=O)(=O)N2CCN(C(=O)CNC(=O)c3ccc4ccccc4c3)CC2)c1 | 38.5% | 2.5% | 5.5% | 5.4% | 11.1%
Cc1cc(C)n(C(=O)c2ccc([N+](=O)[O-])c(Cl)c2)n1 | 7.6% | -8.3% | 0.8% | 5.5% | 26.8%
COc1ccc(NC(=S)N2CCN(C(=O)C3CCCO3)CC2)cc1 (configuration not stated) | -1.3% | -11.1% | 2.7% | -3.1% | -4.5%
CCCC(=O)Oc1ccc(C2NC(=O)c3ccccc3O2)cc1 (configuration not stated) | 0.5% | -4.0% | 0.1% | -9.0% | 38.1%
C=CCNC(=S)Nc1ccccc1 | 13.1% | -1.6% | 0.5% | 3.1% | 2.5%
Cc1ccn2c(=O)nc(SCC(=O)NCCc3ccccc3)nc2c1 | -10.4% | -8.3% | 1.2% | 5.8% | 56.1%
CC(=O)CSc1nnc(-c2ccc(S(=O)(=O)N3CCC(C)CC3)cc2)o1 | -8.1% | -2.0% | 2.3% | -17.2% | 18.9%
O=C(CN1CCCCCC1)Nc1ccc([N+](=O)[O-])cc1Br | 7.8% | 8.9% | 1.2% | 6.6% | 38.9%
CCN(C[C@H]1N[C@@](Cc2ccccc2)(C(=O)OC)[C@H]2C(=O)N(Cc3ccccc3)C(=O)[C@@H]12)C(=O)Nc1ccc(C(F)(F)F)cc1 | 10.4µM* | -22.0% | i | x | u
Cc1cccc(S(=O)(=O)c2c(N)n(Cc3ccco3)c3nc4ccccc4nc23)c1 | -6.2% | -30.3% | i | 4.2% | 16.0%
COc1cc(-c2nc3oc4ccccc4c(=O)c3c(=O)n2Cc2ccco2)cc(OC)c1OC | -7.2% | 6.5% | 8.3% | -13.8% | -7.7%
O=C(CN(Cc1ccccc1Cl)C(=O)CCC(=O)Nc1nccs1)NCC1CCCO1 (configuration not stated) | 0.7% | 10.4% | 2.2% | 1.6% | -10.5%
Cc1cc(OCCN2CCOCC2)nc2ccccc12 | 2.5% | -9.5% | 0.6% | 8.5% | -1.0%
Cc1c(C)c2ccc(Oc3ccc([N+](=O)[O-])cc3C(F)(F)F)c(C)c2oc1=O | 7.8% | -25.9% | 2.0% | -1.2% | 19.0%
Cc1ccc(S(=O)(=O)Nc2nc(C)c(C)s2)cc1 | -3.7% | -14.9% | 3.5% | -7.9% | 5.3%
Cc1cc(C(=O)CSc2nnc(-c3ccc(F)cc3)o2)c(C)n1CC1COc2ccccc2O1 (configuration not stated) | 66.3% | 4.4% | 2.2% | -1.9% | -0.5%
O=C(/C=C\NCC(=O)c1ccccc1)c1ccc(F)cc1 | -8.2% | -2.0% | 1.1% | -12.6% | -10.6%
CCOc1ccc2nc(N3CCCC(C(=O)NCCCN4CC(C)CC(C)C4)C3)sc2c1 (configuration not stated) | 9.5% | 8.0% | 0.4% | 4.8% | 33.9%
Cc1ccc(C2C(C(=O)c3cc4ccccc4o3)=C(O)C(=O)N2c2cc(C)on2)cc1 (configuration not stated) | 10.9% | 0.3% | 2.0% | -4.9% | 79.4%
O=C(Nc1nc(-c2ccccc2)cs1)c1cccc(S(=O)(=O)N2CCN(Cc3ccccc3)CC2)c1 | -1.9% | -4.1% | 7.7% | -5.1% | 22.2%
O=C(Nc1cc(Br)ccc1O)c1cc(-c2ccco2)on1 | 4.1% | -0.7% | 6.5% | 15.6% | 21.9%
Cc1ccc(C(=O)O)cc1NC(=O)Nc1cccc2ccccc12 | 2.4% | -9.6% | 0.7% | 3.2% | 6.2%
C=CCn1c(C(C)C)nc2ccccc21 | 1.6% | -7.6% | 0.8% | -18.8% | -12.1%
Cc1onc(-c2c(Cl)cccc2Cl)c1C(=O)NC(=S)Nc1sc2c(c1C(N)=O)CCC(C)C2 (configuration not stated) | 2.0% | -13.2% | i | -8.1% | 1.7%
CCOC(=O)Nc1c(C(=O)OC)[nH]c2cc(OC)ccc12 | -1.2% | 18.0% | 0.3% | 2.2% | 3.6%
CCC(C(=O)O)N1C(=O)/C(=C/C(C)=C/c2ccccc2)SC1=S (configuration not stated) | -0.9% | -25.3% | 1.0% | 11.8% | 26.7%
O=C(NCCN1CCOCC1)C(=O)NCc1ccc2c(c1)OCO2 | -2.5% | -20.1% | 0.8% | 8.2% | 0.7%
O=C(Nc1cc2c3c(c1)CC(=O)N3CCC2)c1ccc(Br)o1 | 40.5% | -1.2% | 1.8% | 2.7% | 37.8%
COc1ccc(CCC(=O)NCc2cccc(C(F)(F)F)c2)cc1 | 0.6% | -0.9% | 0.8% | 3.1% | -3.7%
O=C1COc2ccc(C(=O)COC(=O)c3cnc(Cl)c(Cl)c3)cc2N1 | 0.3% | -4.1% | 0.9% | 13.5% | 39.3%
CCn1nc(C)c(Br)c1-c1nc(CS(=O)(=O)c2ccsc2)no1 | -4.3% | x | 1.2% | 3.9% | 1.3%
CCCc1cc(=O)[nH]c(/N=C(/NC(=O)c2ccccc2)Nc2ccc3c(c2)OCCO3)n1 | 3.4% | x | x | 0.6% | -2.4%
Cc1c(Cl)cccc1NC(=O)CNC(=O)CCCc1nc2ccccc2c(=O)[nH]1 | x | 10.6% | 3.0% | x | x
COc1cccc(OCCCn2cc(/C=C3/C(=N)N4C=C(C)SC4=NC3=O)c3ccccc32)c1 | 1.1% | -1.2% | 0.3% | -13.4% | -18.6%
CC1CC1c1ccc(/C=C(\C#N)C(=O)Nc2cccc(Cl)c2Cl)o1 (configuration not stated) | -0.8% | -4.6% | 1.6% | -2.9% | 75.3%
NS(=O)(=O)c1ccc(NCc2ccccc2OCc2ccc(F)cc2)cc1 | 8.3% | 0.6% | 5.5% | -1.1% | 24.5%

Source: PubChem (Southern Research Specialized Biocontainment Screening Center)
